Screens from PubChem BioAssay.
mABHD4 FP – ABHD4 inhibitors, primary screen, biochemical, fluorescence polarization, mouse; AID 720543, 2013; 370,000 tested, 0.54% active; purified mABHD4, FP-Rh probe fluorescence polarization; inhibition, % at 8.92 µM; (Lyso)-N-acylphosphatidylethanolamine lipase (Mus musculus), Q8VD66;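 active = inhibition exceeding the mean over every tested compound plus 3 SD, cut at about 30% in these data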;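 note: 0% = plate median of compound wells and 100% = S159A mutant with DMSO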
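Assay system: mABHD4 protein; medium: HEPES pH 7.0, NaCl, Pluronic buffer; dosing: 8.92 µM, single dose; schedule: 45 min + 60 min at 25 °C; signal: FP readout, ex 525 nm / em 598 nm; read-out: normalized percent inhibition of probe labeling; repeats: single replicate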
rCAG binder – binders of r(CAG) RNA repeats, primary screen, biochemical, fluorescence | r(CAG) RNA repeat, TO-PRO-1 dye displacement fluorescence | inhibition, % at 3 µM | 370,000 tested, 1.3% active | AID 651821, 2012;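 active = inhibition above the plate cutoff, the mean of all test compounds on that plate plus 3 SD, cut at about 35% in these data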;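 note: 0% = DMSO alone and 100% = 100 µM mitoxantrone as full dye displacement; higher means more dye released from RNA so lower well fluorescence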
NR1D1 modulator – modulators of Rev-erb alpha DNA binding, primary screen, biochemical, FITC-DNA, fluorescence polarization, uHTS; AID 1259318, 2017; 370,000 tested, 0.79% active; activity, % at 10 µM; Rev-erbα–FITC-DNA binding, 90 min;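 active = activity above about 14%, limit read from the data; passing the limit was not always enough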;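 note: 0% = DMSO wells with 35 nM protein and 100% = DMSO wells with 750 nM protein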
TCR-CD3 inh – inhibitors of human TCR-CD3 interaction, primary screen, biochemical, fluorescence, TAMRA-labeled TCR probe. AID 651800, 2012. inhibition, % at 9.4 µM. 360,000 tested, 0.37% active; in the data active = inhibition above about 19%;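 note: recombinant mutant TCR 2C K166C tagged with TAMRA read by polarization; 0% = receptor in buffer alone and 100% = receptor with positive control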
HTRA1 inhibitor – HTRA1 serine protease inhibitors, primary screen, biochemical, fluorescence polarization, HTS | recombinant HTRA1, FP-rhodamine activity-based probe | inhibition, % at 5.96 µM | AID 504803, 2011 | Q92743 | 340,000 tested, 0.5% active; in the data active = inhibition above about 36%;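 note: 0% = enzyme with DMSO and 100% = wells lacking enzyme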
MBD2 DNA inh – inhibitors of MBD2 binding to methylated DNA, primary screen, biochemical, TR-FRET, DNA-binding domain, human. inhibition, % at 4.4 µM. AID 686964, 2013. MBD2 binding to methylated oligonucleotide. Methyl-CpG-binding domain protein 2 (Homo sapiens), Q9UBB5. 370,000 tested, 0.31% active; in the data active = inhibition above about 13%
LEDGF integ inh – blockers of LEDGF/p75-dependent integrase strand transfer – biochemical, TR-FRET, high throughput, primary screen; TR-FRET IN-LEDGF/p75 DNA integration, Eu/Cy5; inhibition, % at 3.7 µM; 370,000 tested, 0.64% active; AID 743269, 2014;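 active = inhibition above the screen-wide mean plus 3 SD, cut at about 13% in these data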;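 note: signal is the Cy5 over europium emission ratio at 671 and 618 nm; 0% = plate median of compound wells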
UHRF1 binding – UHRF1 methylated DNA binding inhibitors, primary screen, counter-screen for MBD2 inhibitor project, biochemical, TR-FRET, human UHRF1, single concentration; UHRF1 binding to methylated oligo; 370,000 tested, 0.75% active; E3 ubiquitin-protein ligase UHRF1 (Homo sapiens), Q96T88; inhibition, % at 4.4 µM; in the data active = inhibition above about 21%;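 note: UHRF1 SRA domain binding a hemimethylated CpG hairpin DNA probe; 0% = median of test compound wells and 100% = reference inhibitor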
Target sequence (Q96T88 whole entry, looked up, the tested form may be a part): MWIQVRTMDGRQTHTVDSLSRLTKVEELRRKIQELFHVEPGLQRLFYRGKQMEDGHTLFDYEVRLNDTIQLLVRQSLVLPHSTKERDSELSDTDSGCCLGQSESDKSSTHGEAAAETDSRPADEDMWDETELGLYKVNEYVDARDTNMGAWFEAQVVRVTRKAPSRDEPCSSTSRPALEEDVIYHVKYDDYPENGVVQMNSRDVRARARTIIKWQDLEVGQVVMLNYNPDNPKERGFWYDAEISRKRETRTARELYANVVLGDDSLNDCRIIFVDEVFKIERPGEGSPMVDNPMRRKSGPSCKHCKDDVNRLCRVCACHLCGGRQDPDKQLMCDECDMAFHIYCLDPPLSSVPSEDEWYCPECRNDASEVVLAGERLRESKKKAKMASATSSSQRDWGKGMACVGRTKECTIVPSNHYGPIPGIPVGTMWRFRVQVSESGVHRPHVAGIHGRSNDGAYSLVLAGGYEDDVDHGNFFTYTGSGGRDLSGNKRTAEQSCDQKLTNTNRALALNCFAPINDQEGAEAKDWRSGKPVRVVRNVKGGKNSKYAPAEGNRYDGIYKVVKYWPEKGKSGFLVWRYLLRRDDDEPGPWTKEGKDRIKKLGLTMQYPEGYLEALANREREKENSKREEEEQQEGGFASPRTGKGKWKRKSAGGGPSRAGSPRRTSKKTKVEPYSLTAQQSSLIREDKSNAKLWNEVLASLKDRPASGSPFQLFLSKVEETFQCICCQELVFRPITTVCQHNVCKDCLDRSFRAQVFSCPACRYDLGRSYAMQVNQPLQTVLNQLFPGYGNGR
PRMT1 inh – PRMT1 methyltransferase inhibitors, primary screen, biochemical, fluorescence polarization | 370,000 tested, 1.3% active | recombinant PRMT1, activity-based probe fluorescence polarization | inhibition, % at 2.79 µM | AID 652257, 2013;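 active = inhibition above about 21% made by adding two undisclosed values, limit read from the data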
PG9 Ab binder – binders of HIV-1 gp120 antibody PG9, primary screen, biochemical, TR-FRET | TR-FRET gp120-PG9 antibody binding | HIV-1 gp120 / PG9 antibody interaction | 360,000 tested, 0.43% active | inhibition, % at 6.7 µM | AID 624416, 2012; in the data active = inhibition above about 8.5%
* marks the source's active call; other numbers are inactive results; nt = not tested or not shown; & = joins results of further samples.

SMILES	mABHD4 FP	rCAG binder	NR1D1 modulator	TCR-CD3 inh	HTRA1 inhibitor	MBD2 DNA inh	LEDGF integ inh	UHRF1 binding	PRMT1 inh	PG9 Ab binder
O=C(CC(=O)NCCc1ccccc1)NCCc1ccccc1	3	-4	1	3	6	-2	-1	2	1	-2.5
CN(C)S(=O)(=O)c1cccc(C(=O)Nc2ccccc2)c1	5	-2	-3	-2	6	1	0	-2	-1	-2.8
COc1ccccc1NC(=O)Nc1nc(CC(=O)NCc2c(F)cccc2F)cs1	-1	5	-3	7	-27	-1	2	1	5	2.2
CCOc1cc(C(=O)NC(=S)Nc2ccc(Cl)c(C(=O)O)c2)cc(OCC)c1OCC	-18	41*	-2	1	-2	-1	7	5	0	-1.6
O=C(c1cccn2c(=O)c3cc(Cl)ccc3nc12)N1CCOCC1	3	1	1	0	-2	-2	2	-1	7	4.0
CC1(C(=O)OCC(=O)Nc2ccc3ccccc3c2)CC1(Cl)Cl (stereo unspecified)	-9	-1	-3	3	-29	0	1	0	-3	-0.8
CCCCN(C=O)c1c(CC)nc2c(OCC(=O)C(C)(C)C)cccn12	-2	-4	2	-2	nt	-5	2	0	4	1.4
O=S(=O)(Nc1cccc(-n2cnnn2)c1)c1cnc(Cl)c(Cl)c1	21	12	-3	2	4	4	2	-2	0	0.7
COc1ccc(NC(=O)CSc2nc3c(c(=O)n2C)SCC3)cc1OC	-3	-1	3	-4	3	-3	1	-1	-1	0.9
O=C(CSc1nnc(COc2ccccc2)o1)Nc1nccs1	6	4	0	-3	2	4	5	-1	2	0.4
CCc1noc(C)c1C(=O)N1CCN(S(=O)(=O)c2ccc(Br)cc2)CC1	-5	-6	-2	-14	3	4	0	2	-2	-1.9
CCCC(=O)Nc1sc2c(c1C(=O)Nc1ccccn1)CCCC2	-6	-1	0	-2	-14	7	0	3	-1	-1.1
CCOCCCNc1ncnc2c1nc1n2CCCC1	-6	5	4	-3	5	1	5	4	-3	-0.8
COCCc1nnc(NC(=O)Cc2ccccc2)s1	3	-4	-3	0	1	-2	-2	-2	-2	-1.6
Cc1ccc(NC(=O)COC(=O)c2cccc(N3C(=O)c4ccccc4C3=O)c2)cc1	-2	6	0	4	-5	3	1	1	-2	0.1
O=C(COc1ccc(Cl)cc1)NC1CC1	1	1	6	4	-6	1	-2	0	1	-1.1
CCn1c(CNc2ccc(Cl)cc2)nnc1SCc1ccccc1	-1	-2	-5	-7	-7	2	1	-3	-2	3.1
O=C1NC[C@H](CCCCN2CCN(CCc3ccccc3)C(=O)C2=O)N(Cc2ccccc2)C1=O	-7	2	3	-2	nt	8	0	17	-1	1.4
COC(=O)c1cc2oc(C)cc2n1CC(=O)N1CCCc2ccccc21	6	-2	4	4	-6	4	0	-2	17	-2.3
Nc1ncnc2c1ncn2[C@@H]1O[C@H](CNCc2ccccc2OCc2ccc(Cl)cc2Cl)[C@@H](O)[C@H]1O	-3	1	-7	8	5	-6	-8	0	0	0.9
CCOC(=O)CSc1nc2ccccc2c(=O)n1C1CCCC1	-1	-7	0	-7	-8	2	-3	1	1	0.2
CCOc1ccc(CNc2cccc(SC)c2)cc1	5	-2	5	-5	-2	-8	-2	2	0	2.5
CCc1ccc(NC(=O)c2cccc(NC3=NC4CS(=O)(=O)CC4S3)c2)cc1 (stereo unspecified)	-5	7	0	0	-8	-1	0	27*	-4	-0.9
CC(C)CN(C(=O)c1cccc(F)c1)c1c(N)n(CC(C)C)c(=O)[nH]c1=O	2	-1	-4	0	5	1	-3	1	6	-0.6
O=C(NCc1ccco1)C(=O)NCC(c1ccco1)N1CCOCC1 (stereo unspecified)	1	-3	2	1	6	-2	-6	1	1	-0.5
Cc1cc(=O)oc(C)c1C(=O)N1CCN(c2ccc(F)cc2)CC1	6	0	-4	2	-6	-6	0	-2	-2	-0.7
O=C1c2ccccc2C(=O)N1OCc1cccc(Cl)c1	8	0	-1	-8	1	0	1	15	3	-0.1
O=S1(=O)NC2c3ccccc3CC2O1 (stereo unspecified)	9	11	5	-6	0	-7	2	1	13	-0.5
Cc1ccc(C(C(=O)NCc2ccco2)N(CC2CCCO2)C(=O)Cn2nnc3ccccc32)cc1 (stereo unspecified)	8	-4	-2	4	-4	-1	0	0	2	-2.2
CCc1nnc(NC(=O)C2CCC(CNc3c(N4CCCCC4)c(=O)c3=O)CC2)s1 (stereo unspecified)	5	-2	2	-9	3	2	-4	8	-1	-0.8

Given field by field: 2 of the compounds above.
CCn1c(CNc2ccc(Cl)cc2)nnc1SCc1ccccc1
  mABHD4 FP = -1; rCAG binder = -2; NR1D1 modulator = -5; TCR-CD3 inh = -7; HTRA1 inhibitor = -7; MBD2 DNA inh = 2; LEDGF integ inh = 1; UHRF1 binding = -3; PRMT1 inh = -2; PG9 Ab binder = 3.1
O=C1NC[C@H](CCCCN2CCN(CCc3ccccc3)C(=O)C2=O)N(Cc2ccccc2)C1=O
  mABHD4 FP = -7; rCAG binder = 2; NR1D1 modulator = 3; TCR-CD3 inh = -2; HTRA1 inhibitor = nt; MBD2 DNA inh = 8; LEDGF integ inh = 0; UHRF1 binding = 17; PRMT1 inh = -1; PG9 Ab binder = 1.4

Additional records
SMILES	mABHD4 FP	rCAG binder	NR1D1 modulator	TCR-CD3 inh	HTRA1 inhibitor	MBD2 DNA inh	LEDGF integ inh	UHRF1 binding	PRMT1 inh	PG9 Ab binder
Nc1nc(CSc2nc3ccccc3s2)nc(N2CCOCC2)n1	-2	-5	2	5	-2	3	4	-1	-2	-1.4
CNS(=O)(=O)c1cc(NC(=O)CCNC(=O)c2ccco2)ccc1C	0	-1	-4	-1	0	-2	2	-2	1	-1.8
Cc1ccc(S(=O)(=O)N(CC(=O)c2ccc(Cl)cc2)C(=O)N2CCN(C)CC2)cc1	0	3	0	-10	1	-4	2	-1	-7	-1.5
O=C(c1ccc(F)cc1Cl)N(c1ccccn1)C1CCCCC1	-2	-6	4	1	-2	-2	3	-3	-6	-0.6
Cc1ccc(-n2nnnc2C(Cl)c2nnnn2-c2ccc(C)cc2)cc1	-2	-2	-4	7	-6	2	0	-1	10	-0.1
CC1(C)NC(=O)N(CCOCCSc2ccccc2)C1=O	-1	-5	-1	-4	1	-3	1	-3	0	0.1
CN(C)c1cccc(C(=O)OCC(=O)c2ccc[nH]2)c1	-1	5	-4	2	2	0	2	1	-1	-1.9
CCC(C)c1ccccc1NC(=O)c1cccc(-n2cnnn2)c1 (stereo unspecified)	-1	2	2	-10	2	3	3	3	2	1.1
CCCCn1c(N)c(N(CCC(C)C)C(=O)C2=NN(c3ccccc3)C(=O)CC2)c(=O)[nH]c1=O	5	-1	-3	2	6	0	2	1	2	-1.6
Cc1cccc(C(=O)OC2CCOC2=O)c1O (stereo unspecified)	-3	3	-5	0	-3	0	-1	1	-5	-1.4
O=C(O)CSc1cc(C(=O)c2cc(F)ccc2O)cn2c(=O)c3c(-c4ccccc4)csc3nc12	-92	85*	-5	2	-76	1	12	1	5	-1.5
COCCOC(=O)C1=C(C)NC(=S)NC1c1ccc(OCC(=O)N2CC(C)OC(C)C2)c(OC)c1 (stereo unspecified)	1	0	-3	7	-3	3	-4	3	2	0.3
Cc1nn(Cc2c(F)c(F)c(F)c(F)c2F)c(C)c1NC(=O)c1nn(C)c(C)c1Br	1	-9	1	-2	0	4	-2	2	2	-1.1
COC(=O)C1=C(C(C)=O)C(c2ccc(C(=O)OC)cc2)n2nnnc2N1 (stereo unspecified)	13	0	3	-3	-5	13	10	14	0	-2.7
Cn1c(SCC(=O)NC2CC2)nnc1-c1ccccn1	-4	1	4	9	9	-6	2	0	-4	-2.1
O=C(NCCNS(=O)(=O)c1ccccc1)N1CCOCC1	2	-1	-2	2	0	2	0	0	-3	0.8
CCc1ccccc1NC(=S)N(Cc1cccnc1)Cc1ccco1	-1	3	-2	-4	0	-1	1	1	-1	0.5
O=C(c1cccc(F)c1)N1CCN=C1SCc1cccnc1	-2	-1	7	0	-4	0	1	2	12	-0.2
CC(C)(C)n1nnnc1C(c1ccccc1)N1CCN(c2ncc(C(F)(F)F)cc2Cl)CC1 (stereo unspecified)	-5	4	-3	-10	nt	5	-3	3	0	-0.2
Cc1ccccc1-n1ncc2c1CC(C)(C)CC2NC(=O)c1snnc1C (stereo unspecified)	0	-8	-6	6	-6	2	-7	3	6	-0.7
Cc1nn(-c2ccccc2)c(C)c1C(=O)Nc1ccc(N2CCOCC2)cc1	3	-4	3	-2	5	-3	-5	0	6	-1.6
CCCCN1C(=O)C(CC(=O)NCc2ccco2)CC(C(=O)N(C(C)C)C(C)C)=C1C (stereo unspecified)	5	-3	-1	-1	nt	2	2	1	1	1.1
COc1ccc(-c2csc3nc(-c4ccccc4OC)oc(=O)c23)cc1	2	2	3	8	-84	-8	-1	-1	-3	0.2
CCC(C)(C)NC(=O)C(c1ccccn1)N(C(=O)c1csnn1)c1ccccc1 (stereo unspecified)	2	3	-6	-3	0	-5	3	-2	0	1.4
Cc1cc(C)n2nc(SCc3ccc(F)cc3Cl)nc2n1	0	-5	-2	0	0	3	-2	9	0	0.2
CC(=O)Nc1ccc(CN2CCCCCCC2)cc1	3	0	-7	15	5	-1	-2	-1	-4	1.0
COc1ccc(N=C2NC(=O)/C(=C\c3ccco3)S2)cc1	5	17	-19	6	8	-2	5	8	7	-2.2
CCOc1ccc(S(=O)(=O)Nc2ccc(C(=O)NCC(C)(C)N3CCOCC3)cc2)cc1	3	-2	-4	7	-3	-3	2	-3	-8	0.8
Cc1nc2cc(F)ccc2n1C1CCN(C(=O)c2ccc(F)cc2F)CC1	1	-4	-4	-1	-8	-1	-7	0	-1	-0.5
CCCc1cc(=O)oc2cc(OCc3ccc(C(=O)O)cc3)ccc12	-18	9	-3	4	-9	1	1	1	-2	-1.4
Cc1ccc(CC2C(=O)N(c3cc(Cl)ccn3)C(=O)C2C)cc1 (stereo unspecified)	4	-3	3	5	3	-1	3	1	-2	-1.5
O=C(CCSc1ccccc1)Nc1ccccc1C(=O)N1CCCC1	3	-3	5	2	-6	-4	1	3	0	-0.4
O=C(c1cccs1)N1CCN=C1SCc1cccnc1	-5	0	4	5	1	-1	-2	-4	3	-0.8
CN1CCCC(n2nc(Cc3ccc(Cl)cc3)c3ccccc3c2=O)CC1 (stereo unspecified)	9	8	-2&-1	-4	1	-3	-5	2	3	1.2
Cc1cc(C)n(Cc2ccccc2F)c(=O)c1C#N	1	3	-8	3	4	2	4	0	-3	0.4
CCN(Cc1ccccc1)S(=O)(=O)c1ccc(C(=O)N(CCCN(C)C)c2nc3c(F)cccc3s2)cc1	11	-3	0	3	-8	3	5	-1	3	-0.1

An excerpt. The share of hits here may be higher or lower than overall.
